Screening results deposited in PubChem BioAssay by NCI.
Growth percent in the NCI-60 one-dose screen (48 h, 10 µM unless noted): 100 = growth as untreated, 0 = no growth, -100 = all killed.
MDA-MB-468: MDA-MB-468 breast cancer; 78,000 tested, 8.5% active
K-562: K-562 leukemia; 78,000 tested, 7.4% active; AID 1794777
MDA-MB-231: MDA-MB-231 breast cancer; AID 1794789; 81,000 tested, 5% active
SR: SR leukemia cells. AID 1794780. 73,000 tested, 8.7% active
MOLT-4: MOLT-4 leukemia cells | 80,000 tested, 6.9% active
MDA-MB-435: MDA-MB-435 melanoma. 82,000 tested, 7.8% active
BT-549: BT-549 breast cancer; 78,000 tested, 4.4% active; AID 1794793
MCF7: MCF7 breast cancer; 82,000 tested, 6.3% active; AID 1794796
* marks the source's active call; other numbers are inactive results; nt = not tested or not shown; & = joins results of further samples. How the source made its calls: active means growth percent below 10; inactive means the rest.

The opening 5 records as a preview:
SMILES,BT-549,MDA-MB-468,K-562,MDA-MB-231,MCF7,MDA-MB-435,MOLT-4,SR
CN1C[C@@H](c2cccc(Cl)c2)[C@]2(NC(=S)N(C3CC3)C2=O)[C@@]12C(=O)NC1C=CC(Cl)=C[C@H]12 (some centres undefined),83,97,53,87,82,102,41,69
COc1ccc(/C=C/c2c(C(C)=O)c(=O)[nH]c3ccccc23)cc1,93,96,88,86,112,105,89,96
O=C1CSC(=S)N1Cc1ccncc1,93,21,45,118,12,76,92,11
CNC(=O)CC[C@@]1(C)[C@H](O)CC[C@@H]2[C@@H]1CC[C@]1(C)[C@@H]([C@H](C)CCCC(C)C)CC[C@@H]21,nt,29,34,63,43,53,40,31
COc1ccc(/C(C)=C(\c2ccc(OCCN3CCCCCC3)cc2)c2ccc(OC(=O)Cc3ccccc3)cc2)cc1,115,92,83,109,48,99,70,74

The listing, previewed entries included:
SMILES,BT-549,MDA-MB-468,K-562,MDA-MB-231,MCF7,MDA-MB-435,MOLT-4,SR
CN1C[C@@H](c2cccc(Cl)c2)[C@]2(NC(=S)N(C3CC3)C2=O)[C@@]12C(=O)NC1C=CC(Cl)=C[C@H]12 (some centres undefined),83,97,53,87,82,102,41,69
COc1ccc(/C=C/c2c(C(C)=O)c(=O)[nH]c3ccccc23)cc1,93,96,88,86,112,105,89,96
O=C1CSC(=S)N1Cc1ccncc1,93,21,45,118,12,76,92,11
CNC(=O)CC[C@@]1(C)[C@H](O)CC[C@@H]2[C@@H]1CC[C@]1(C)[C@@H]([C@H](C)CCCC(C)C)CC[C@@H]21,nt,29,34,63,43,53,40,31
COc1ccc(/C(C)=C(\c2ccc(OCCN3CCCCCC3)cc2)c2ccc(OC(=O)Cc3ccccc3)cc2)cc1,115,92,83,109,48,99,70,74
Oc1ccc(/C=C2\CCc3cc4ccc(O)cc4[o+]c32)c(O)c1,68,56,70,82,37,19,31,11
Cc1cc(Cl)ccc1NC(=O)/C(Cl)=C1/Sc2ccccc2NC1=O,115,95,89,80,71,100,84,100
Nc1c(O)cccc1C(=O)O,97,105,95,102,96,108,98,99
Cc1ccc(N/C=C/C(=O)c2sc3nc4ccccc4n3c2C)cc1S(N)(=O)=O,101,83,97,88,91,99,93,77
CCC(CC)c1ncc[nH]1,124,105,102,103,88,113,102,106
Cc1ccc2c(Cn3cc(Cn4c(C)cc(=O)n(Cc5cn(Cc6cc(=O)oc7cc(C)ccc67)nn5)c4=O)nn3)cc(=O)oc2c1,120,102,103,110,94,102,95,108
COc1ccc([C@H]2[C@H](C(=O)Nc3cccc4c3CCCC4)c3ccccc3C(=O)N2c2ccc(OC)cc2)cc1,84,97,107,100,97,106,79,89
Cc1ccc(Cn2c(N3CCC(C(=O)NCc4cccs4)CC3)nc3ccccc32)cc1,75,95,-43*,71,95,90,22,-37*
C[C@@H](c1ccccc1)N1C(=O)N2CN(C)CN3C(=S)N[C@H]1[C@H]23,112,92,103,94,93,99,106,112
C#CC1(N(C)C)CCC2C3CCc4cc(OC)ccc4C3CCC21C (centres undefined),108,106,94,89,113,112,91,89
Cc1c(C)c(CN)c(C)c(C)c1CN,94,97,108,113,90,107,102,95
COc1ccc(-c2nnc(COc3ccc(NS(=O)(=O)c4ccccc4)cc3F)o2)cc1,99,86,91,88,98,109,88,93
Cc1cccc(NC(=O)Nc2ccccc2Cl)n1,104,106,91,102,116,113,65,nt
CCN(CC)CCCC(C)N(Cc1ccccc1)CC(O)c1ccc(Cl)cc1 (centres undefined),102&110,104&91,106&100,105&114,99&105,107&116,103&107,98&119
COc1ccc(/C(O)=C/c2nc3cccc([N+](=O)[O-])c3[nH]c2=O)cc1,118,106,104,112,98,109,110,113
COc1ccc2c(c1)C(N1CCCCCC1=O)CCN2Cc1ccc(Cl)cc1 (centres undefined),99,94,nt,106,101,93,77,77
CC(=O)n1cc(/C=C2\N=C(c3ccc(Cl)cc3)N(c3ccc(S(=O)(=O)Nc4ccccn4)cc3)C2=O)c2ccccc21,96,103,68,92,73,87,60,68
O=C1c2ccccc2C(=O)c2c(S)cccc21,nt,116,96,105,95,100,94,111
O=C(O)c1ccc(F)c([N+](=O)[O-])c1,98,91,105,91,95,106,113,106
CS(=O)(=O)Nc1ccccc1-c1nc2ccccc2c(=O)o1,113,91,106,105,98,85,100,99
COc1ccc(-c2nnc(-c3ccc4c(c3)nc(-c3ccccn3)n4C3CCCCC3)o2)cc1,52,114,37,86,75,86,44,47
CCOC(=O)CC1CSC(N/N=C(\C)c2ccccc2)=N1 (centres undefined),99,91,nt,89,95,103,103,97
O=C1CC(c2cccs2)c2sccc2N1 (centres undefined),133,77,95,109,88,104,93,91
C=C(C)[C@@H]1CC[C@]2(C(=O)N[C@H](C)C(=O)O)CC[C@]3(C)[C@H](CC[C@@H]4[C@@]5(C)Cc6c([nH]c7ccccc67)C(C)(C)[C@@H]5CC[C@]43C)[C@@H]12,80,112,57,93,78,85,74,65
C#C[C@]1(O)CC[C@H]2[C@@H]3CC=C4c5sc(Nc6cccc(C)n6)nc5CC[C@]4(C)[C@H]3CC[C@@]21C,23,36,-11*,32,-41*,-41*,-25*,-25*
Clc1ccccc1N/N=C/c1ccccn1,100,42,97,78,44,96,89,93
CCCC(=O)Oc1ccc([N+](=O)[O-])cc1,104,98,107,108,94,107,104,107
CC(=C/c1ccccc1)/C=C1/SC(=S)N(CCc2ccc(O)cc2)C1=O,92,123,94,97,121,101,74,106
CN(C)c1ccc(/C=C/C(=O)c2cccc(Nc3nc(Nc4ccccc4)nc(Nc4ccccc4)n3)c2)cc1,99,nt,68,82,75,101,81,77
Cc1cc2n(n1)C(C(C)C)C(C(=O)c1cc(Cl)cc(Cl)c1O)=CN2 (centres undefined),70,35,69,94,76,68,48,80
CNCc1cc(C(C)(C)C)ccc1O,103,127,81,112,93,96,92,104
COc1ccc(Cc2nnc(NC(=S)Nc3ccccc3)s2)cc1,108,108,89,89,101,106,99,93
COc1cc(-c2nn(-c3ccc(C)cc3)cc2CO)ccc1O,87,111,nt,97,86,94,71,88
OC1CCC(O)CC1 (centres undefined),nt,116&122,95&111,107&118,111&102,116&115,94&100,93&89
c1cnc(-c2nc3c4c5c(sc4ncn3n2)CCC5)cn1,109,97,104,109,83,101,94,95
Cn1c2ccccc2c2c3[nH][nH]c(=O)c3c3c4ccccc4[nH]c3c21,20,50,32,20,5.8*,24,5.9*,-12*
Cn1c(COC(=O)N2CCCCC2)nc2c(N3CCOCC3)nc(-c3ccccc3)nc21,-38*,-62*,3.4*,-72*,-65*,-82*,-5.2*,1.0*
CCCCCCCCC(CCN(CC)CC)(C(=O)O)c1ccccc1 (centres undefined),101,91,104,92,93,98,98,98
COc1ccc(-c2nc(SCc3nc4ccccc4[nH]3)nc(N3CCN(C)CC3)c2C#N)cc1,95,107,74,81,89,107,47,86
COc1ccc(C2CC(c3ccc(Nc4ccnc5cc(Cl)ccc45)cc3)=NN2c2ccccc2)cc1 (centres undefined),100,101,68,103,82,80,52,81
O=C(Cn1c(C(=O)c2ccc(Cl)cc2)nc2ccccc21)c1ccc(Cl)cc1,105,70,33,73,72,19,60,48
NS(=O)(=O)c1ccc(-n2cc(-c3cccc(NC(=O)c4cc(C(F)(F)F)cc(C(F)(F)F)c4)c3)nn2)cc1,99,55,53,nt,60,88,75,47
COc1cc(-c2nn3c(/C=C4/C(=O)Nc5ccccc54)c(-c4ccc(C)cc4)nc3s2)cc(OC)c1OC,23,41,56,51,39,34,48,27
Clc1ccc2nc(Nc3cccc(Oc4ccccc4)c3)[nH]c2c1,44,91,100,90,96,97,98,106
O=C1c2cccnc2C(=O)c2c1c(C(=O)NCCn1ccnc1)c1ccccn21,46,-6.7*,29,14,0.3*,-84*,1.9*,7.9*

(more compounds)
SMILES,BT-549,MDA-MB-468,K-562,MDA-MB-231,MCF7,MDA-MB-435,MOLT-4,SR
COc1ccc(N2C(=O)C=CC2=O)cc1,103,113,94,108,95,110,107,98
CNC(=O)c1cc(Oc2ccc3c(c2)sc2nc(-c4cc(C(F)(F)F)cc(C(F)(F)F)c4)cn23)ccn1,53,4.6*,29,48,51,61,45,34
CCN1CCC(=O)N2[C@H](c3ccc(Cl)cc3)c3[nH]c4ccccc4c3C[C@H]2C1=O,88,98,104,85,91,104,109,105
CCC(=O)Nc1nonc1-c1nc2ccccc2n1Cc1ccc(F)cc1Cl,73,40,63,53,66,11,81,69
CCn1c(SCc2ccc(C)cc2)nnc1-c1nn(-c2ccc(Cl)cc2Cl)c(-c2ccc(Cl)cc2)c1C,-7.3*,6.6*,8.9*,5.1*,4.5*,20,2.5*,6.1*
Cc1nc(-c2cc3ccccc3oc2=O)ccc1C(=O)/C=C/c1ccc(N(C)C)cc1,94,67,78,74,89,19,101,93
COc1cc(C=O)cc(C=O)c1O,55&50,111&104,96&117,106&87,88&95,88&69,95&109,92&101
COc1ccc(C2NC(=S)NC(C)=C2C(C)=O)cc1 (centres undefined),105,101,99,93,92,98,103,90
CC(=O)c1ccc([N+](=O)[O-])o1,111,113,97,112,100,110,103,97
O=C1NC2C=C(Cl)C=CC2C=C1C1N(c2ccccc2)NC(=O)[C@@H]2CCCN12 (some centres undefined),99,114,89,84,66,110,99,103
CCCSSSC,94,114,85,109,87,103,104,64
C[N+](C)(Cc1ccc(Cl)cc1)Cc1ccc(Cl)cc1,106,90,94,103,92,106,89,94
O=[N+]([O-])c1ccc(/C=N/c2nnc(-c3ccc(Cl)cc3)o2)cc1,93,100,98,96,92,99,87,100
NS(=O)(=O)c1ccc(CCN=C=S)cc1,64,-6.5*,5.2*,16,3.0*,28,16,9.8*
O=C(Oc1ccc(OC(=O)c2ccc(Cl)cc2)cc1)c1ccc(Cl)cc1,112,93,103,126,98,107,101,95
O=C(O)CN1C(=O)/C(=C\c2ccc(-c3ccc(Cl)cc3)o2)SC1=S,100,107,104,101,98,109,102,116
O=c1[nH]n(C(=S)N/N=C/c2cccc(Br)c2)c(=O)c2ccccc12,94,57,83,nt,49,98,90,86
C[n+]1ccc(/C(C#N)=N/O)cc1,103,111,nt,114,nt,106,nt,nt
Cc1c(O)c(=O)ccn1Cc1nc2ccccc2s1,89,72,85,66,82,85,65,67
COc1ccc(/C=N/NC(=O)c2c(Nc3ccccc3)nn(CC(O)c3ccccc3)c2N)cc1OC (centres undefined),110,90,99,95,87,105,97,99
O=C1CSC(c2ccccc2Cl)N1n1cnnc1 (centres undefined),103,104,101,95,97,105,110,103
O=C1Nc2ccccc2/C1=N\c1nnc(-c2ccc(Cl)cc2)o1,102,57,118,82,57,100,107,95
COc1cc(NC(=O)c2cc(O)c(C/C=C(\C)CCC=C(C)C)c(O)c2)cc2c1O[C@]1(C)CC[C@@H](O)C(C)(C)[C@H]1C2,0.3*,22,0.3*,-34*,8.4*,10,0.6*,-1.7*
CCN1CCN(CCOc2ccc(Nc3nccc(NCc4ccco4)n3)cc2)CC1,89,nt,20,80,80,97,71,61
O=c1[nH]c(NCc2ccccc2)nc2cc(-c3ccccc3)sc12,89,89,96,90,85,91,95,88
NS(=O)(=O)c1ccc(NCCCCN2C(=O)c3ccccc3OC=C2c2ccccc2)cc1,93,108,nt,90,91,103,78,82
Cc1cc(=O)n(C(C)Cc2ccccc2)n1C(C)Cc1ccccc1 (centres undefined),101&124,103&74,84&101,95&100,93&88,108&96,94&102,89&95
NC(=O)c1cc(I)ccc1NC(=O)COc1ccc(Cl)cc1Cl,78,72,31,107,72,15,80,41
Cc1cc(C)n(C(=O)c2sc(=S)n(-c3ccccc3)c2N)n1,102,96,96,103,94,102,100,87
CC(O)CC1CCCC(CC(C)O)N1 (centres undefined),97,101,107,113,95,100,105,nt
O=C1c2cc(Br)ccc2Oc2cc([N+](=O)[O-])ccc2N1c1ccc(Br)cc1F,nt,102,80,90,93,101,82,nt
Cn1c([N+](=O)[O-])cnc1N1CCN(c2nncs2)C1=O,163,95,94,120,98,112,115,92
C[C@]12CC[C@@H]3c4ccc(O)cc4CC[C@H]3[C@@H]1CC[C@@H]2NS(=O)(=O)c1ccc(Cl)cc1,70,76,27,72,26,60,46,24
CCOc1ccc(N=Nc2sc(=O)[nH]c2S)cc1,103,108,94,95,87,99,110,103
O=C(Nc1ccc(Oc2ccc(Nc3nc4ccccc4s3)cc2)cc1)Nc1ccc(Cl)c(Cl)c1,59,8.0*,22,23,29,25,9.6*,8.3*
Cc1ccc(C(F)(F)F)cc1N1CCN(C(=O)[C@H]2C[C@H]2c2cccc(C(F)(F)F)c2)CC1,84,51,71,77,79,91,46,84
C=C1C(=O)O[C@H]2[C@H]1CC/C(CNC(=O)c1cccc3ccccc13)=C\CC[C@@]1(C)O[C@@H]21,47,34,nt,34,24,40,4.8*,17
COc1cccc(/C=C\[C@H]2O[C@@H](C)[C@H](O)[C@@H]2O)c1CO,104,103,109,102,106,105,103,100
Oc1[nH]c(=S)sc1/C=C1\C(Cl)=Nc2ccccc21,94,nt,50,72,74,94,93,61
COc1ccc(S(=O)(=O)N2CCOCC2)cc1N,103,101,111,94,98,95,111,106
Cc1ccc(C(=O)CCCCl)cc1C,99,109,104,113,98,103,96,96
COC(=O)[C@H](C)NC(=O)[C@H](Cc1ccccc1)NCc1ccco1,108,97,105,106,95,108,102,102
CCCCC1C(=O)N=C2C=CC=CN2C1=O (centres undefined),73,93,104,96,93,102,98,116
